SENP8 block-1 = blocks the human protease SENP8; Q96LD8; actives 1.2% (n = 330,000); inhibition, % at 10 µM; purified SENP8, Z-RLRGG-aminoluciferin cleavage, luminescence; AID 2540; in the data active means inhibition above about 50%
Target sequence (Q96LD8 whole entry, looked up): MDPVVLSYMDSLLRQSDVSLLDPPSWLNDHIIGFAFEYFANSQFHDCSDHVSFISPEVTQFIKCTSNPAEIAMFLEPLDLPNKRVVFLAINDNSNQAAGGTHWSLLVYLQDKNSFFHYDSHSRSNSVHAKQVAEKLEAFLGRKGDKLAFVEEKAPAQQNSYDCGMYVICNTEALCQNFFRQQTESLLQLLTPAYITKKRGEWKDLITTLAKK
SENP7 inh = inhibitors of human SENP7 protease; Q9BQF6; recombinant SENP7, Z-RLRGG-aminoluciferin luminescence, 40 min; inhibition, % at 5 µM; actives 1.5% (n = 330,000); AID 434973;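 active means inhibition above about 50% at the single test dose, limit read from the data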;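 further: plate controls were DMSO with enzyme for no effect and no enzyme buffer wells for full effect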
HKDC1 inh = inhibitors of human hexokinase HKDC1. Q2TB90. recombinant HKDC1, G6PDH/diaphorase resazurin coupled fluorescence. inhibition, % at 20 µM. actives 0.16% (n = 340,000);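 active means inhibition above about 35% when tested at 20 µM, limit read from the data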;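 further: plate controls were DMSO wells with enzyme for no effect and DMSO wells lacking enzyme for full effect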
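Material: recombinant HKDC1 hexokinase; Amount: HKDC1 at 5 µg/mL; Medium: Tris pH 8.0 buffer with MgCl2, Tween-20, BSA, BME; Schedule: 90 min reaction incubation at room temperature, dark; Technique: coupled resazurin fluorescence, excitation 525 nm, emission 613 nm.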
SENP6 inh = blocks the human protease SENP6. Q9GZR1. Recombinant SENP6 catalytic domain, aminoluciferin luminescence. inhibition, % at 10 µM. actives 1.8% (n = 330,000);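 active means inhibition above about 50% at the single tested dose, limit read from the data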;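 further: plate controls were DMSO wells with enzyme for no effect and DMSO wells lacking enzyme for full effect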
Target sequence (Q9GZR1 628-1112 limits assumed): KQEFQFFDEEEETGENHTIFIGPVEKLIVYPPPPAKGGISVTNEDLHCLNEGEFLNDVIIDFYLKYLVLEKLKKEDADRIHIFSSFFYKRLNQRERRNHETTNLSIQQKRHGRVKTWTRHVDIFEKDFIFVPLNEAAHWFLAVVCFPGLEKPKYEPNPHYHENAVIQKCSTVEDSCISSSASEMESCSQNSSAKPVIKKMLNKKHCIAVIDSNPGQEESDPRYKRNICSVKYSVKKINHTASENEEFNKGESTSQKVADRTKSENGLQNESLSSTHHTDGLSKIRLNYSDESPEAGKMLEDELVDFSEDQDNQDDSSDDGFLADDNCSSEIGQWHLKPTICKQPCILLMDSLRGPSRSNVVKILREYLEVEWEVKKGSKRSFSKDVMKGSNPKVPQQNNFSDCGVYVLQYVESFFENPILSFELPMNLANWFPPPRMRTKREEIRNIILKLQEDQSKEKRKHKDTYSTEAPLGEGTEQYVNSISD
SENP1 inh = SENP1 (human) catalytic domain inhibition. Q9P0U3. recombinant SENP1 catalytic domain, CyPet-SUMO1-YPet FRET cleavage. inhibition, % at 10 µM. actives 0.21% (n = 360,000). AID 624204;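 active means inhibition at least 30% at 10 µM, raw YFP signal under a set limit, fluorescence ratio 0.5 to 1.5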;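 further: 0% = enzyme with DMSO and 100% = no enzyme wells; some results filed as inactive read as strong as hits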
Target sequence (Q9P0U3 419-644 limits assumed): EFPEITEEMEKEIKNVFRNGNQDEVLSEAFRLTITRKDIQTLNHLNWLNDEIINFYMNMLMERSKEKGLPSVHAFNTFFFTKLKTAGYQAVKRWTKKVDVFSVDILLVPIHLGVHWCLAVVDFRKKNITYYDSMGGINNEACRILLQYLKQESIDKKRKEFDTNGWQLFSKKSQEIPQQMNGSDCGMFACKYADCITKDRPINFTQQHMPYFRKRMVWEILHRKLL
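Test system: human SENP1 catalytic domain; medium: Tris pH 8 buffer plus EDTA, NaCl, BME, BSA, NP40, catalase; incubation: 50 min reaction at room temperature; technique: FRET, CFP and YFP emission; controls: no-enzyme low control and enzyme-plus-DMSO high control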
SENP8 block-2 = blocks human SENP8 cleavage of Nedd8 substrate; inhibition, % at 20 µM; AID 602440; recombinant SENP8, Nedd8 substrate fluorescence; actives 0.64% (n = 360,000); in the data active means inhibition mostly above about 40%, no sharp cut-off; inactive means mostly below about 27%
PfG6PD inh = PfG6PD (Plasmodium falciparum) enzyme inhibition; PfGluPho enzyme, NADPH resazurin-diaphorase fluorescence; inhibition, % at 20 µM; actives 0.78% (n = 350,000); AID 504690;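 active means inhibition reaching at least a set limit at 20 µM in the primary screen, cut at about 59% in these data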;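 further: 0% = DMSO wells with substrate and 100% = DMSO wells lacking glucose-6-phosphate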
Apaf-1 inh = human Apaf-1 inhibition | O14727 | reconstituted apoptosome caspase-3 activity, DEVD-Rh110 fluorescence | inhibition, % at 20 µM | actives 0.71% (n = 330,000) | AID 489030; active means inhibition of at least 40% at 20 µM;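 further: plate controls were DMSO wells for no effect and DEVD-CHO caspase inhibitor wells for full effect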
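detection = Rh110 fluorescence intensity | test system = biochemical Apaf-1 apoptosome reconstitution | also added = cytochrome c and DEVD-Rh110 substrate | schedule = 30 min plus 50 min, RT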
Starred values were filed as active, the others as inactive; nt = not tested or not shown.

SMILES	SENP8 block-1	SENP7 inh	HKDC1 inh	SENP6 inh	SENP1 inh	SENP8 block-2	PfG6PD inh	Apaf-1 inh
COc1ccc(NS(=O)(=O)c2cc(NC(=O)c3cccc(OCc4c(C)noc4C)c3)ccc2OC)cc1	-7	0	-8	-9	-1	16	7	6
CCOC(=O)[C@H]1[C@H]2COc3ccc(Br)cc3[C@@H]2N2C(=O)c3cc(Br)ccc3NC(=O)[C@@]12C	-4	-6	1	0	-1	3	-13	19
Cc1noc(C)c1COC(=O)c1ccc(S(=O)(=O)N2CCCCC2)cc1	-1	3	-11	-12	4	18	19	7
CC/C(C)=N/Nc1cccc([N+](=O)[O-])c1	0	3	-5	-2	5	17	-7	7
Cc1ccc(SCC(=O)NC(=O)c2ccccc2Br)c(C)c1	-2	7	-7	-5	2	8	11	5
Cc1cccc(C(C)C)c1NC(=O)CN1C(=O)NC(Cc2ccccc2)C1=O (stereo not drawn)	4	2	-2	-2	0	28	18	5
CC(C)[C@H](NC(=O)c1ccccc1F)C(=O)Nc1nc2c(s1)CCCC2	-2	1	-10	17	2	14	-4	19
CCOc1ccc(N=C(NC#N)SC)cc1	0	-1	-2	1	1	12	2	-21
O=C(C1CC1)N1CCc2cc(S(=O)(=O)NCCCN3CCCCC3)ccc21	-13	-11	-2	-10	-4	4	4	13
COc1cc(OC)cc(C(=O)NNC(=O)c2nn(C)c(=O)c3ccccc23)c1	-7	3	-5	-14	1	-22	3	11
CC(=O)N1CCc2cc(Br)cc(S(=O)(=O)N3CCc4ccccc43)c21	-3	-3	-6	-27	2	-2	4	19
CSCCC(NS(=O)(=O)c1ccc(C)cc1)C(=O)NC1CCCCC1 (stereo not drawn)	-2	7	-6	-3	1	13	-1	2
O=C(CCN1C(=O)/C(=C/c2cccs2)SC1=S)Nc1cccc(O)c1	-3	-6	4	12	-4	29	12	9
O=c1c2ccccc2oc2ccc(-c3ccc4cc[nH]c4c3)cc12	53*	62*	7	50*	1	-18	5	10
COc1ccc(C(=O)Nc2ccccc2C(=O)N2CCN(c3ccccc3)CC2)cc1	1	-1	4	1	0	-7	3	-2
COc1ccccc1OCC(=O)N1CC2(C)CC1CC(C)(C)C2 (stereo not drawn)	-5	1	-3	2	0	26	-2	8
COc1ccc(OC)c(S(=O)(=O)Nc2cc3c4c(c2)C(C)C(=O)N4CCC3)c1 (stereo not drawn)	-1	-5	-4	-12	5	12	6	3
CCCCOc1ccccc1NC(=O)c1ccco1	3	3	2	0	2	16	-10	6
Cn1ncc(Cl)c1C(=O)N1CCC(Cc2ccccc2)CC1	-3	-3	-2	5	2	10	-1	20
CCOc1ccc2c(=O)c(-c3ccc4c(c3)OCCCO4)c(C)oc2c1	-6	3	-7	-3	2	2	15	8

3 of the entries above in order of their number in HKDC1 inh, low to high:
Compound | SENP7 inh | HKDC1 inh | SENP6 inh | SENP1 inh | SENP8 block-2 | PfG6PD inh
COc1ccc(NS(=O)(=O)c2cc(NC(=O)c3cccc(OCc4c(C)noc4C)c3)ccc2OC)cc1 | 0 | -8 | -9 | -1 | 16 | 7
CCOC(=O)[C@H]1[C@H]2COc3ccc(Br)cc3[C@@H]2N2C(=O)c3cc(Br)ccc3NC(=O)[C@@]12C | -6 | 1 | 0 | -1 | 3 | -13
O=C(CCN1C(=O)/C(=C/c2cccs2)SC1=S)Nc1cccc(O)c1 | -6 | 4 | 12 | -4 | 29 | 12

Exported field by field: entries from further up.
COc1cc(OC)cc(C(=O)NNC(=O)c2nn(C)c(=O)c3ccccc23)c1
  SENP8 block-1 = -7	SENP7 inh = 3	HKDC1 inh = -5	SENP6 inh = -14	SENP1 inh = 1	SENP8 block-2 = -22	PfG6PD inh = 3	Apaf-1 inh = 11

CC(=O)N1CCc2cc(Br)cc(S(=O)(=O)N3CCc4ccccc43)c21
  SENP8 block-1 = -3	SENP7 inh = -3	HKDC1 inh = -6	SENP6 inh = -27	SENP1 inh = 2	SENP8 block-2 = -2	PfG6PD inh = 4	Apaf-1 inh = 19

CSCCC(NS(=O)(=O)c1ccc(C)cc1)C(=O)NC1CCCCC1 (stereo not drawn)
  SENP8 block-1 = -2	SENP7 inh = 7	HKDC1 inh = -6	SENP6 inh = -3	SENP1 inh = 1	SENP8 block-2 = 13	PfG6PD inh = -1	Apaf-1 inh = 2

Further compounds.
SMILES	SENP8 block-1	SENP7 inh	HKDC1 inh	SENP6 inh	SENP1 inh	SENP8 block-2	PfG6PD inh	Apaf-1 inh
COCCCN(CC(=O)O)S(=O)(=O)c1cccc(Cl)c1	-1	-5	1	17	2	-6	-12	-10
CCCC(=O)NCCc1cc2ccc(OC)cc2[nH]c1=O	-15	-17	-5	-18	1	-19	-5	-25
O=C(NCCN1CCCCCC1)C1CCC(CNS(=O)(=O)c2cccc3cccnc23)CC1 (stereo not drawn)	-5	3	-2	-10	-12	12	3	31
O=C(Nc1ccccc1N1CCCC1)c1cc(Cl)ccc1Cl	5	-4	-4	-6	2	10	4	4
COc1ccc(-c2csc3ncnc(N4CCN(c5cccc(C)c5C)CC4)c23)cc1	4	5	0	-9	-6	11	9	18
Cc1ccc(C(=O)NC(=S)N2CCN(C(=O)OC(C)(C)C)CC2)cc1Br	-6	0	-11	-13	2	5	4	11
CCC(CC)NC(=O)CCc1nc2ccccc2c(=O)[nH]1	5	4	6	7	1	9	7	-5
Cn1c(=O)oc2cc(S(=O)(=O)NCCCN3CCCC3=O)ccc21	3	0	-6	-10	1	1	4	-6
Cn1c(CSc2nc3ccccc3s2)nnc1SCC(=O)NCCN1CCOCC1	-3	76*	-9	3	-1	10	4	1
Cc1cccc(OCCCC(=O)N2CCCc3ccccc32)c1C	-11	-12	-1	-3	-1	19	6	12
COc1ccc(CN2CCNC(=O)C2CC(=O)NC2CCCC2)c(C)c1C (stereo not drawn)	3	0	-4	9	-15	-15	12	5
Cc1ccc(C2(c3noc(CN4CCC(c5ccncc5)CC4)n3)CCCC2)cc1	-2	1	4	-1	-4	7	11	9
Cc1nc2cc(C)c(C)cc2s1	-12	2	15	-23	1	-1	-12	-2
O=C(Nc1cccc(Cl)c1)c1nc[nH]c1C(=O)NCc1ccccc1	-4	-1	-5	-14	2	13	-3	20
CC(=O)Nc1ccc2c(c1)OCCO2	2	0	-3	10	2	22	10	0
COc1ccc(OCCOCCN2CCc3ccccc3C2)cc1	-1	5	2	7	3	15	-5	0
CCC(=O)c1ccc(OCc2ccc(C(=O)OC)cc2)c(OC)c1	-9	-1	-2	-19	4	21	4	14
COc1ccc(/C=C2\SC(=S)N(CC(=O)OCC(=O)Nc3ccc([N+](=O)[O-])cc3OC)C2=O)cc1	nt	nt	6	nt	-4	5	2	nt
CCn1nc(NS(=O)(=O)c2ccc(C)cc2)c2cc3ccccc3nc21	3	0	-5	9	-1	-2	-1	-3
Nc1ncc(Br)cc1S(=O)(=O)NCCC(=O)N1CCN(c2ncccn2)CC1	4	0	6	-2	0	-22	5	-4
CCOC(=O)C1CCN(c2cc(C)nc3ccc(OC)cc23)CC1	3	4	-3	-4	1	-42	2	-1
CC(=O)N1CCN(Cc2nc3scc(-c4ccccc4)c3c(=O)[nH]2)CC1	0	3	-8	0	2	-1	1	-3
O=C(CN1C(=O)NC(c2ccccc2)(c2ccccc2)C1=O)N1CCN(c2ccc(F)cc2)CC1	-1	-4	7	5	2	7	-7	15
Cn1cccc1C(C(=O)NC1CCCCC1)N(C(=O)Cc1cccs1)C1CC1 (stereo not drawn)	-10	-5	-6	-14	0	15	11	0
O=C(NCC1CCCO1)c1ccc2c(=O)n(Cc3ccc(Cl)cc3)c(=S)[nH]c2c1 (stereo not drawn)	-2	4	-5	3	2	18	-10	3
Cc1cc(Cl)ccc1NC(=S)Nc1cccnc1	2	3	-3	-14	1	27	-11	-4
CC(=O)Nc1ccc(Oc2nc(C)cc(C)n2)cc1	-1	2	0	-1	1	28	-13	13
O=C(Nc1ccccc1)OCCOc1ccc(Br)cc1	7	-8	-3	-3	2	13	6	9
Cc1ccc(S(=O)(=O)NC2(C(F)(F)F)NC(=O)N(Cc3ccccc3)C2=O)cc1 (stereo not drawn)	-7	9	5	-9	0	9	-11	-4
Cc1ccc(C(=O)CC2(O)C(=O)N(Cc3ccc4c(c3)OCO4)c3ccccc32)cc1 (stereo not drawn)	-3	1	5	-15	2	21	2	8
Cc1ccc(S(=O)(=O)N(C)CC(=O)NCCCc2ccccc2)cc1	-5	10	-3	7	0	11	-10	4
CC1C(=O)C(C)C(c2ccccc2)N(N=O)C1c1ccccc1 (stereo not drawn)	nt	nt	-5	nt	0	0	6	nt
COc1cc(S(=O)(=O)Nc2ccc(C)cc2)ccc1N=Cc1c(C)c(C#N)c(=O)n(C)c1O	0	-1	-15	-13	-26	-245	-1	1
O=C(COc1cc2oc(=O)c3c(c2cc1Cl)CCC3)NCC(O)c1ccccc1 (stereo not drawn)	6	-5	-1	-9	0	-38	55	-3
Cc1cccc(Nc2ccccc2C(=O)O)c1C	1	0	4	6	0	5	-27	-6
CC1CN(C2CCN(C(=O)COc3ccc(Cl)cc3)CC2)CC(C)O1 (stereo not drawn)	-1	1	-5	-9	1	8	0	0
CCOc1cc(N2CCOCC2)c(OCC)cc1NC(=O)CCS(=O)(=O)c1ccc(Cl)cc1	-8	-7	15	-6	37*	27	22	9
O=C(OCC(=O)N(CCc1ccccc1)Cc1ccccc1)c1ccccc1[N+](=O)[O-]	1	-2	-2	-4	3	8	32	22
Cc1cc(C(=O)NN=C2C3CC4CC(C3)CC2C4)c2ccccc2n1	-2	3	2	3	3	8	14	-6
COc1ccc(N2CCN(Cc3nc4c(c(=O)n(C)c(=O)n4C)n3CC(C)=O)CC2)cc1	2	4	-17	9	0	12	6	-2
Cc1ccc(CSCc2ccc(C(=O)NC3CCCC3)o2)cc1	6	-6	-7	14	2	12	5	-11
CCc1ccc(NC(=O)C(C)OC(=O)C2CCC(=O)N2)cc1 (stereo not drawn)	-3	7	-5	-13	-2	6	24	-5
CCCCCOc1ccc(Br)cc1/C(C)=N/NC1=NCCN1	-4	-3	3	-16	1	9	6	6
O=C(CN1C(=O)NC2(CCCc3ccccc32)C1=O)c1ccc(Br)cc1 (stereo not drawn)	-5	12	5	-10	-9	-1	-12	0
c1ccc(-c2csc(Nc3cccnc3)n2)nc1	-7	-8	-12	-7	2	-14	7	5
Cc1ccc(S(=O)(=O)N2C[C@@H]3c4ccccc4N(S(=O)(=O)c4ccc(C)cc4)[C@@H]3[C@@H](C)C2CC(=O)c2ccccc2)cc1 (stereo partly drawn)	nt	-2	7	nt	1	10	10	18
O=C(COC(=O)c1ccc(O)cc1)Nc1ccc2[nH]c(=O)[nH]c2c1	2	-1	2	8	-2	15	13	3
NNc1nc(-c2ccccc2)c2cc(Cl)ccc2n1	0	-4	9	-21	-36	-145	17	10
Cc1cnc(NC(=O)c2nn(C)cc2[N+](=O)[O-])s1	4	7	-9	4	2	13	9	2
COc1ccc2[nH]c3c(c2c1)CCN1C(=O)C(CC(=O)NCc2ccco2)C[C@H](C(=O)N2CCCCC2)[C@@]31CCc1ccccc1 (stereo partly drawn)	nt	-7	3	nt	0	12	13	33
COc1cc(N2C(=O)NC3CC2(C)Oc2ccccc23)cc(OC)c1OC (stereo not drawn)	-3	-7	-6	-19	2	10	10	0
O=C(NCc1ccc2c(c1)OCO2)C1CCN(S(=O)(=O)c2ccc(Br)s2)CC1	-9	-11	-2	-8	3	22	-9	13
CSc1ccc(-c2c(C#N)c(N)nc3c2c(C)nn3-c2ccccc2)cc1	-3	2	1	-7	-11	-298	5	15
CCSc1nnc(NC(=O)Cn2cnc3c2c(=O)n(C)c(=O)n3C)s1	-1	-7	-4	-11	1	6	18	-8

High-throughput results from PubChem.

This is a random part of the collection; 3.6% or so of the library scored in one or more.
